Mm-Cpn inhibitor: Inhibitors of TCP-1 ring complex (TRiC) of Methanococcus maripaludis (MmCpn): qHTS; Potency, µM (top dose mostly 76.9 µM), for the others: at the top dose activity, negative = inhibition, actives largely listed as inhibitors; AID 504842, 2011; Chaperonin Mm-Cpn (Methanococcus maripaludis); 0.031% of 330,000 active; purified Mm-Cpn ATPase, ADP Transcreener TR-FRET; also: potency is read from the fitted curve at half-maximal effect; % is scaled to controls: 0 for no effect and ±100 for the full control effect; nearly all actives have a fitted effect of over 80% in size
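Quantitative HTS used 25 nM Mm-CPN and 10 uM ATP in magnesium/KCl Tris buffer, pH 7.4, with 1 mM DTT. Hydrolysis ran 30 min at 37°C; ADP was read by HTRF.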
EPAC2 antagonist: qHTS for Antagonist of cAMP-regulated guanine nucleotide exchange factor 2 (EPAC2): primary screen | EPAC2 GEF exchange of Rap1B-BODIPY-GDP, fluorescence | Potency, µM (series often up to 114 µM), inactives show at the highest dose activity, negative = inhibition, most hits filed as inhibitors | 0.18% of 360,000 active | Rap guanine nucleotide exchange factor 4 (Homo sapiens), Q8WZA2; also: potency is read from the fitted curve at half-maximal effect; % is scaled to controls: 0 for no effect and ±100 for the full control effect; nearly all actives have a fitted effect of over 45% in size; many of its hits are not listed in these tables
WRN helicase inh: qHTS for Inhibitors of WRN Helicase; Bifunctional 3'-5' exonuclease/ATP-dependent helicase WRN (Homo sapiens), Q14191; WRN helicase unwinding, fluorescent forked duplex, kinetic; Potency, µM (series often up to 114 µM), inactives show top-dose activity change, negative = inhibition, actives largely listed as inhibitors; 0.46% of 360,000 active; also: potency is read from the fitted curve at half-maximal effect; % is scaled to controls: 0 for no effect and ±100 for the full control effect; nearly all actives have a fitted effect of over 55% in size
Target sequence (Q14191 whole entry, looked up): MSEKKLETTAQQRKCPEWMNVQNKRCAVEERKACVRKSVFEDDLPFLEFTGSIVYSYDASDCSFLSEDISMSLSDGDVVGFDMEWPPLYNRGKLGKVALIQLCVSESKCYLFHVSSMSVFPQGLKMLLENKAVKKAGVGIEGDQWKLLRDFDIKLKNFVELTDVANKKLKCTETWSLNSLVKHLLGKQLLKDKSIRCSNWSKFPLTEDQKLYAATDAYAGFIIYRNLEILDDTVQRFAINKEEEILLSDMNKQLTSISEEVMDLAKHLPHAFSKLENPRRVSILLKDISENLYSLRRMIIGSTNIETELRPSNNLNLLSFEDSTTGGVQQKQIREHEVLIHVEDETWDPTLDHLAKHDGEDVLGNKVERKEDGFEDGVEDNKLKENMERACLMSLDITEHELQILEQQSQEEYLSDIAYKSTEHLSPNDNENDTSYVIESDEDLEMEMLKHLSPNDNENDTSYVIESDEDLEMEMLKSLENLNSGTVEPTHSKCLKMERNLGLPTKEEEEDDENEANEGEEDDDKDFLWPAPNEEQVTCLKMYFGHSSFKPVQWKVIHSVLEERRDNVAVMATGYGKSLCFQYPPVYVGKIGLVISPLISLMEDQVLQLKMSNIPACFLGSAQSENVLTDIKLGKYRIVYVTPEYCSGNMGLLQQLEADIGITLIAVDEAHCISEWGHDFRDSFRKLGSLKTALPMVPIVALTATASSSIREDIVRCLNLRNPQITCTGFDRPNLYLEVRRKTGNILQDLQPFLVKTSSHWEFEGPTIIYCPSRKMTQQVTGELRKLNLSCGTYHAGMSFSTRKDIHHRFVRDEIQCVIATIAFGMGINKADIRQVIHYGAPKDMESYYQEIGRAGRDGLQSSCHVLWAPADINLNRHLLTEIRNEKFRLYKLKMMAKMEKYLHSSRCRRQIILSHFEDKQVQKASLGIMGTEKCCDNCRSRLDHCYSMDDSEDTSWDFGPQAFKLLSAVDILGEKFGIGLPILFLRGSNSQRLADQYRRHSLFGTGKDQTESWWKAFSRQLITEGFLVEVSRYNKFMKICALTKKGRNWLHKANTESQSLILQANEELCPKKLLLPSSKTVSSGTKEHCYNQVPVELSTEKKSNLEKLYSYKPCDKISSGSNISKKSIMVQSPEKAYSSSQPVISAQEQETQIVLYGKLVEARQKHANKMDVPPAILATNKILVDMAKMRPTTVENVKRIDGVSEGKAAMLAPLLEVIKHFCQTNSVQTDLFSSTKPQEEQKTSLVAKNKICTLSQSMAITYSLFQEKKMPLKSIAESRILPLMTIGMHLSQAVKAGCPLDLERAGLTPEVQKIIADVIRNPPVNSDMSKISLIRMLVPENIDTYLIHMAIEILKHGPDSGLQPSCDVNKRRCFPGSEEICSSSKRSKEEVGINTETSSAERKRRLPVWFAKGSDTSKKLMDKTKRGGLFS
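Kinetic fluorescence helicase assay: unwinding of a quenched forked DNA duplex (100 nM final) with 2 mM ATP final raises red fluorescence (525/598 nm). Compounds sat 15 min at room temperature with 20 nM WRN beforehand.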
CCT modulator: High-Throughput Screening for Modulators of Cytosolic Chaperonin Activity. 0.3% of 360,000 active. purified chaperonin ATPase assay, HTRF ADP detection, 30 min. AID 651819, 2012. activity change, % (concentration not given with the values), hits read low; in the data active = activity change below about -30%; also: % is scaled to controls: 0 for no effect and ±100 for the full control effect
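Enzyme 40 or 20 nM (batch-dependent) in Tris pH 7.4/KCl/MgCl2/DTT; cpd 76 uM single point; ATP 10 uM; 30 min 37 °C; Transcreener ADP HTRF detection, 30 min RT; ratio 665/615.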
PLK1 PBD block: qHTS for Inhibitors of PLK1-PDB (polo-like kinase 1 - polo-box domain): Primary Screen. Potency, µM, for the others: max response, negative = inhibition, usual class: inhibitors. Plk1 PBD binding of FITC phosphopeptide, fluorescence polarization. 2.8% of 360,000 active; also: potency is read from the fitted curve at half-maximal effect; series mostly up to about 57 µM; % is scaled to controls: 0 for no effect and ±100 for the full control effect; nearly all actives have a fitted effect of over 65% in size
EPAC1 agonist: qHTS for Agonist of cAMP-regulated guanine nucleotide exchange factor 3 (EPAC1): primary screen. Rap guanine nucleotide exchange factor 3 (Homo sapiens), O95398. EPAC1 agonist qHTS, biochemical assay; response scale: 100% = response to 6.5 mM cAMP. Potency, µM (top dose mostly 154 µM), for inactives: top-dose activation, usual class: activators. 0.073% of 360,000 active; also: potency is read from the fitted curve at half-maximal effect; nearly all actives have a fitted effect of over 60% in size
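Fluorescent GDP-exchange assay: 100 nM EPAC1 with 250 nM Rap1B preloaded with BODIPY-GDP and 50 uM GDP; compounds tested as concentration series, 5 min at room temperature, then read every 5 min for 30 min (ex 480/em 540 nm); normalized to 6.5 mM cAMP.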
PI5P4Ka inh: qHTS for Inhibitors of phosphatidylinositol 5-phosphate 4-kinase (PI5P4K); Phosphatidylinositol 5-phosphate 4-kinase type-2 alpha (Homo sapiens), P48426; PI5P4Kalpha enzyme, ADP-Glo luminescence, 60 min; stronger effect = lower value; max response, %; 1.2% of 330,000 active; AID 652105, 2013; active = max response of -50% or lower; inconclusive = between -30% and -50%; inactive = -30% or higher; also: value at the top dose of about 77 µM; % is scaled to controls: 0 for no effect and ±100 for the full control effect
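Human PI5P4Kalpha with substrate in 0.038 M HEPES pH 7.4, 0.28 mM EGTA, 0.1% CHAPS, 5% DMSO; reaction started with 5 microM ATP (final), 60 min at room temperature. ADP formed read by ADP-Glo luminescence.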
EPAC1 antagonist: qHTS for Antagonist of cAMP-regulated guanine nucleotide exchange factor 3 (EPAC1): primary screen; Rap guanine nucleotide exchange factor 3 (Homo sapiens), O95398; EPAC1 GEF assay, Rap1b-BODIPY-GDP exchange fluorescence; Potency, µM (highest dose often 115 µM), inactives show at the highest dose activity change, negative = inhibition, most hits filed as inhibitors; 0.14% of 360,000 active; AID 720709, 2013;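 also: potency is read from the fitted curve at half-maximal effect; plate controls were vehicle for no effect and positive control for full effect; nearly all actives have a fitted effect of over 50% in size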
* hit, by the source's call; ? = inconclusive; · = not tested or not shown; [ ] = remark or other dose. Unless noted, calls follow the shape of the dose curve; as a rule, active = well fitted curve in the direction sought with a large enough effect; inconclusive = small, poorly fitted or top-dose-only effect, or another doubt; inactive = no such curve, though single readings can be large; an effect the other way counts as inactive or inconclusive.

Screens in order: Mm-Cpn inhibitor | EPAC2 antagonist | WRN helicase inh | CCT modulator | PLK1 PBD block | EPAC1 agonist | PI5P4Ka inh | EPAC1 antagonist
CC1CCCCN1CCNC(=O)CN1C(=O)CSc2ccc(S(=O)(=O)N3CCCCC3)cc21 (stereo not given)
→ 1% | -5% | 4% | -2.8 | -15% | -1% | -2 | -8%
Cc1c(Cl)cccc1NC(=O)CNc1cccc(C(F)(F)F)c1
→ 1% | 0% | -21% | 0.5 | 2% | -1% | 28 | -18%
Cc1nnsc1C(=O)N/N=C/c1ccccc1Cl
→ 0% | 6% | -5% | -0.7 | -1% | 2% | -7 | 13%
O=C(Nc1ccccc1Br)C1CCC(=O)N1Cc1ccccc1Cl (stereo not given)
→ 1% | -2% | 2% | -3.0 | 1% | 9% | · | -10%
COC(=O)c1cc(NC(=O)c2cc(-c3ccc(OC)cc3)oc2C(F)(F)F)ccc1N1CCOCC1
→ -1% | -5% | -13% | -1.6 | -8% | -22% | 4 | -10%
CCCOC1CCCN(C(=O)c2ccc(OC)c(OC3CCN(C(C)C)CC3)c2)C1 (stereo not given)
→ 2% | 2% | ? | -3.9 | -7% | 1% | -2 | -16%
CCCc1cc2c(c(NC(C)=O)n1)c(=O)oc1ccccc12
→ -7% | -5% | 7% | 1.5 | -15% | 10% | 15 | -9%
Cc1cc(C)cc(NC2=C(N)C(=O)c3ccccc3C2=O)c1
→ -5% | 0% | 21% | -3.5 | -2% | -1% | 6 | 5%
NS(=O)(=O)c1cc(C(=O)N=Nc2c(O)[nH]c3ccccc23)ccc1Cl
→ -4% | 4% | -7%[11.6 µM] | -3.8 | 1% | 7% | -21 | 6%
O=S1(=O)N=C(N/N=C/c2cccs2)c2ccccc21
→ 0% | 5% | 6% | 0.3 | 2% | 8% | -1 | -1%
O=C(NCc1ccc(N2CCCC2=O)cc1)c1cn(Cc2ccccc2)nn1
→ -1% | 0% | -4% | -3.9 | 5% | 0% | 0 | -6%
COc1ccc(CNC(=O)CN(C)Cc2ccccc2F)cc1OC
→ 1% | -1% | -5% | 2.8 | 2% | 7% | 4 | -10%
Cn1cc(Br)c(-c2cccc(N3C(=O)CC(C)(C)CC3=O)c2)n1
→ -1% | 7% | 2% | -0.5 | 3% | -4% | -5 | -21%
CCC(=O)NC(=S)Nc1c(C)cc(Br)cc1C
→ 1% | 7% | -4% | 1.2 | -3% | -3% | -5 | -11%
COc1ccc(/C=N/n2c(-c3n[nH]c4c3CCC4)n[nH]c2=S)c(OC)c1OC
→ 2% | 0% | -1% | -2.8 | ? | 6% | -23 | -3%
CC(=O)c1cc2c(cc1NS(=O)(=O)c1cccc(C(=O)O)c1)OCO2
→ 0% | -22% | -13% | 1.9 | -13% | -2% | 5 | 7%
COc1cccc(CN(C)CC(=O)NC(=O)NCc2ccccc2)c1
→ -1% | -5% | 14% | 1.8 | -2% | -1% | 9 | 3%
Cc1cccc(N2CCN(S(=O)(=O)c3cn(C)cn3)CC2)c1C
→ -2% | -5% | 3% | 0.5 | -6% | -1% | -2 | 7%
O=C(Oc1ccccc1Cl)c1ccc(-n2cncn2)nc1
→ 2% | 16% | 10% | -1.4 | -1% | -1% | · | 11%
O=C(COC(=O)CCNS(=O)(=O)c1ccc(Cl)cc1)Nc1ccccc1OC(F)F
→ -7% | -8% | 10% | -2.1 | -4% | -3% | 10 | 3%
CCOC(=O)c1cnc(-c2ccccc2)nc1N1CC(C)OC(C)C1 (stereo not given)
→ -1% | ? | -5% | -2.2 | 0% | 10% | 6 | ?
COC(=O)C1(C)NC(c2ccc(OC)cc2)C2C(=O)N(c3ccccc3)C(=O)C21 (stereo not given)
→ 2% | 4% | -8% | 0.8 | -6% | 16% | -2 | -4%
CCc1c(O)cc(=O)n(-c2ccccc2)c1-c1ccccc1
→ -3% | -1% | ? | -0.4 | -7% | -13% | ? | ?
CCCCCCCCN1C(=O)[C@H](CC(=O)NCc2ccccc2)C[C@@]2(C(=O)OCC)CCC=C12
→ · | -22% | -1% | · | -11% | -13% | 12 | -4%
Oc1ccc(O)c(-c2cnns2)c1
→ 1% | -1% | -6% | 1.2 | ? | 2% | 2 | -6%
COc1ccc(N2CCN(C(=S)Nc3ccc(OC)cc3OC)CC2)cc1
→ 0% | 6% | -5% | 3.0 | -4% | 1% | -3 | -2%
COc1ccc(/C=N/OCC(=O)OCC(=O)N(C)c2ccccc2)cc1
→ 1% | 6% | -4% | -2.3 | 1% | -10% | -2 | 9%
O=C(CSc1nnc(-c2cccc(S(=O)(=O)N3CCCCC3)c2)o1)c1ccc[nH]1
→ -7% | 9% | -2% | -3.1 | -1% | -2% | -28 | 13%
COc1ccc(CCN(Cc2cccs2)S(=O)(=O)c2ccc(C(=O)O)cc2)cc1OC
→ -3% | 3% | -3% | -0.1 | 4% | -18% | -1 | -2%
Cc1ccc(S(=O)(=O)N2CCN(C(=O)c3ccc4c(c3)OCO4)CC2)cc1
→ 2% | -21% | 7%[57.1 µM] | -3.4 | -19% | 13% | 1 | ?

Ordered by formula weight (rising): some entries from above.
Screens in order: Mm-Cpn inhibitor | EPAC2 antagonist | WRN helicase inh | CCT modulator | PLK1 PBD block | EPAC1 agonist | PI5P4Ka inh | EPAC1 antagonist
Oc1ccc(O)c(-c2cnns2)c1
→ 1% | -1% | -6% | 1.2 | ? | 2% | 2 | -6%
CCc1c(O)cc(=O)n(-c2ccccc2)c1-c1ccccc1
→ -3% | -1% | ? | -0.4 | -7% | -13% | ? | ?
CCOC(=O)c1cnc(-c2ccccc2)nc1N1CC(C)OC(C)C1 (stereo not given)
→ -1% | ? | -5% | -2.2 | 0% | 10% | 6 | ?
Cc1ccc(S(=O)(=O)N2CCN(C(=O)c3ccc4c(c3)OCO4)CC2)cc1
→ 2% | -21% | 7%[57.1 µM] | -3.4 | -19% | 13% | 1 | ?
COC(=O)C1(C)NC(c2ccc(OC)cc2)C2C(=O)N(c3ccccc3)C(=O)C21 (stereo not given)
→ 2% | 4% | -8% | 0.8 | -6% | 16% | -2 | -4%

Remaining list, next part
Screens in order: Mm-Cpn inhibitor | EPAC2 antagonist | WRN helicase inh | CCT modulator | PLK1 PBD block | EPAC1 agonist | PI5P4Ka inh | EPAC1 antagonist
CSc1ccc(NC(=O)/C=C/C(=O)O)cc1
→ -1% | 7% | 4% | -3.3 | 2% | 3% | -4 | 0%
CCCCN(CC)CCNS(=O)(=O)c1ccc2c(c1)oc(=O)n2C
→ -2% | -3% | -5% | 1.5 | -1% | 3% | -5 | -2%
COc1ccc(CN(C)C[C@H]2OCCCC[C@H](C)Oc3ccc(NC(=O)CCC(F)(F)F)cc3C(=O)N([C@@H](C)CO)C[C@@H]2C)cc1
→ · | 4% | -9% | 2.2 | -7% | -11% | -6 | 15%
COc1ccc(/C=C(\NC(=O)c2ccccc2Cl)C(=O)NCCCC(=O)O)cc1
→ 0% | 9% | 0% | 0.0 | 1% | 2% | 2 | 10%
CC(=O)c1ccc(S(=O)(=O)N2CCNCC2)cc1
→ 0% | 12% | 5% | -0.7 | 15µM* | 7% | -19 | 3%
O=C(c1ccc[nH]1)N1O[C@@H]2C=C[C@H]1C2
→ 0% | 0% | -6% | -0.2 | -4% | -11% | -4 | 7%
Cc1cc(OCC(=O)Nc2ncn[nH]2)ccc1Cl
→ 1% | 10% | 5% | -0.7 | -12% | -13% | 1 | -12%
CCCN(CC(=O)Nc1ccc(Cl)cc1Cl)C(=O)/C=C/c1ccco1
→ 0% | -4% | -5% | 3.4 | -9% | 10% | -9 | -2%
COc1cc(CNCc2cccs2)ccc1OCc1ccccc1
→ 1% | 13% | -8% | 4.1 | -3% | 10% | · | 16%
CCOC(=O)C1CCN(C(=S)Nc2ccccc2)CC1
→ 0% | -4% | -6% | -2.3 | -18% | 10% | 0 | -28%
Cc1cc(C)nc(SC2CC(=O)N(c3ccc(Cl)cc3)C2=O)n1 (stereo not given)
→ -3% | -9% | 3% | -2.6 | -21% | 11% | -8 | -24%
CCN(CC)P(=O)(Nc1ccc(C)cc1Br)c1ccc(N(C)C)cc1NC(=O)c1ccco1 (stereo not given)
→ -6% | -17% | -2% | -1.6 | -14% | 5% | -8 | 9%
O=C(Oc1c(-c2ccccc2)c(=O)n2c3c(cccc13)CC2)c1cccc([N+](=O)[O-])c1
→ -1% | 6% | -2% | 1.5 | -20% | -2% | -5 | -15%
Cc1cccc(C)c1NC(=O)C1(C)CN(S(C)(=O)=O)CC(=O)N1CC(F)(F)F (stereo not given)
→ · | 2% | -6% | · | -8% | ? | -1 | ?
Cc1ccc(Cl)cc1N1CCN(S(=O)(=O)c2cc3c(cc2C)NC(=O)CO3)CC1
→ 2% | -10% | -6% | 0.8 | -3% | 9% | 11 | -21%
CCN(CC)c1nc(-c2ccccn2)nc(-c2ccccc2)c1C#N
→ 1% | -12% | 7% | -4.0 | -10% | 9% | -4 | 1%
CC(C)c1cc(C(=O)N2CCCC(Nc3ccc(F)c(F)c3)C2)nc(N)n1 (stereo not given)
→ -3% | -3% | -11% | -0.5 | -3% | 11% | 3 | -8%
O=C1C2C3C=CC(C3)C2C(=O)N1CC1CCCO1 (stereo not given)
→ 3% | 3% | 5% | -2.3 | -1% | -2% | 0 | 14%
COc1ccc(CC(Cc2ccc(OC)c(OC)c2)NC=O)cc1OC
→ · | -10% | -7% | 0.3 | 5% | 0% | 2 | 12%
CCOc1ccccc1OCCOc1ccccc1CC
→ -1% | -15% | -13% | -0.2 | 2% | 0% | 1 | -13%
Cc1ccc(OC(=O)c2oc3ccc(F)cc3c2C)c(C)c1
→ -4% | 8% | -27% | 6.6 | -4% | 7% | · | 4%

This is a subset (hit frequency here may not be typical).
